m-calpain inh: blocks pig calpain II enzyme activity; purified calpain II, fluorogenic peptide substrate, 30 min; inhibition, % at 16 µM; hit rate 0.37% among 220,000;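 active = inhibition above about 50%, limit read from the data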
RBBP9 inh: blocks human serine hydrolase RBBP9; recombinant RBBP9, FP-Rh probe fluorescence polarization; inhibition, % at 7.94 µM; hit rate 0.2% among 220,000;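 active = inhibition above the campaign mean of all tested compounds plus 3 SD, cut at about 14% in these data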;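 note: plate controls were DMSO wells with RBBP9 for no effect and wells lacking RBBP9 protein for full effect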
Target sequence (O75884 whole entry, looked up): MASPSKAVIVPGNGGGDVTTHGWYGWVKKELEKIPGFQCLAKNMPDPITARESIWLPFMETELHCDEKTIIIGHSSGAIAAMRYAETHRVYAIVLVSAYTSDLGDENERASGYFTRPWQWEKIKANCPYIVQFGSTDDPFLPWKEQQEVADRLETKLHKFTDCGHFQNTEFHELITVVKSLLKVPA
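system = RBBP9 protein | input = RBBP9 at 2.5 µM in dispensed solution, before mixing | measured by = fluorescence polarization (mP), excitation 525 nm, emission 598 nm | incubation = enzyme-compound preincubation 30 min, then probe labeling 45 min, 25 °C | buffer or medium = Tris-NaCl-Pluronic buffer, pH 8.0 | compound = single dose 7.94 µM | also added = FP-Rh probe, 375 nM dispensing solution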
p97 ATPase inh: blocks human p97 ATPase activity. P55072. recombinant p97 ATPase, Kinase-Glo ATP luminescence, 3 h. inhibition, % at 8 µM. hit rate 0.42% among 220,000; in the data active = inhibition above about 15%;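 note: 0% = DMSO vehicle and 100% = wells lacking enzyme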
TbHK1 inh: T. brucei hexokinase 1 inhibition. recombinant TbHK1, G6PDH-coupled NADH A340. hit rate 0.11% among 220,000. inhibition, % at 10 µM. AID 1430;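 active = inhibition of 50% or more in the single-dose primary screen; inactive = inhibition below 50%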
EBV gp42 block: inhibitors of Epstein-Barr virus glycoprotein 42; Q1HVG2; Fluorescence polarization binding assay, mP read-out; inhibition, % (tested at 21.74 µM); hit rate 0.42% among 220,000; AID 1085; in the data active = inhibition above about 50%
Target sequence (Q1HVG2 whole entry, looked up): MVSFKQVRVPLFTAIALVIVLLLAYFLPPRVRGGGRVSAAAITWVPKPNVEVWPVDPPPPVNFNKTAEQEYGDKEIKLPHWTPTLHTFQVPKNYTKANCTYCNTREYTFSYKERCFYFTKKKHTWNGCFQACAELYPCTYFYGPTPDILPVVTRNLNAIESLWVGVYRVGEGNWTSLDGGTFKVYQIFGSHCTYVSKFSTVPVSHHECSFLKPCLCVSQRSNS
NCF1 inh: p47phox (human) inhibition. p47phox/p22phox peptide binding, fluorescence polarization, 2 h. inhibition, % at 24.7 µM. P14598. hit rate 0.53% among 220,000;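 active = inhibition above about 30%, limit read from the data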;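 note: 0% = p47phox with labelled peptide and 100% = labelled peptide alone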
Runt-SMMHC FRET: inhibitors of human RUNX1 Runt domain binding to CBFb-SMMHC. Q01196+Q13951. Cerulean-Runt/Venus-CBFb-SMMHC FRET ratio 530/480, 1 h. inhibition, % at 20 µM. hit rate 0.74% among 220,000. AID 1434;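 active = mean inhibition across duplicate retests at 20 µM reaching about 50%, limit read from the data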;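 note: 0% = DMSO wells and 100% = wells with excess untagged CBFb-SMMHC; inhibitors lower the FRET ratio by blocking Runt binding to CBFb-SMMHC; some results filed as inactive read as strong as hits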
Target sequence (Q01196 whole entry, looked up, the tested form may be a part): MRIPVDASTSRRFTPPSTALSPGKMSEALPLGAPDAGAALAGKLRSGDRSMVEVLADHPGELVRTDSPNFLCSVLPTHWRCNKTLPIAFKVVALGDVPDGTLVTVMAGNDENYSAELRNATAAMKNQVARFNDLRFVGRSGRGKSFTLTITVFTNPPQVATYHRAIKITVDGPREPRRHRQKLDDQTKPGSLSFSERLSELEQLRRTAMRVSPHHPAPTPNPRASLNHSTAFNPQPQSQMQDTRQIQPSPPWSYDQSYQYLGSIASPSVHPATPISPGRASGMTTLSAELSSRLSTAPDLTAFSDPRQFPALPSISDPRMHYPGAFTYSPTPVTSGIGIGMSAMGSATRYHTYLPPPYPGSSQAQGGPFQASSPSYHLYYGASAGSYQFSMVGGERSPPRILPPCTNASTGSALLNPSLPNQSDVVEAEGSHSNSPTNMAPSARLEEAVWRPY
Target sequence (Q13951 whole entry, looked up, the tested form may be a part): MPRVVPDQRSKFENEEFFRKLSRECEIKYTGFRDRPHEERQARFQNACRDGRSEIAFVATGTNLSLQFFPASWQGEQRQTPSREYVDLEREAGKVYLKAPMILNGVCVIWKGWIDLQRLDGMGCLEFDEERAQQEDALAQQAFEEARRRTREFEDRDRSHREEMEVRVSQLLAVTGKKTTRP
Furin inhibitor: blocks human furin protease activity; purified furin, fluorogenic substrate cleavage; inhibition, % at 30 µM; P09958; hit rate 0.061% among 220,000; in the data active = inhibition above about 25%; note: inactives centre near -15
Runt-CBFb FRET: Runt domain-CBFb interaction inhibition; inhibition, % at 20 µM; Cerulean-Runt/Venus-CBFb FRET ratio 530/480, 1 h; Q01196+Q13951; hit rate 0.46% among 220,000;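 active = inhibition over about 50% at 20 µM in the single-dose screen, limit read from the data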;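 note: 0% = DMSO wells and 100% = excess unlabeled CBFb competitor control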
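Assay system: Cerulean-tagged RUNX1 Runt domain (FRET donor) fusion protein / Amount: 100 nM each of Venus-CBFb and Cerulean-Runt domain / Medium: Tris buffer pH 7.5 with salts and BSA / Also added: Venus-CBFb 100 nM / Schedule: 1 h complex formation plus 1 h compound treatment, room temperature / Signal: FRET fluorescence / Read-out: loss of energy transfer signal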
Numbers without * were called inactive; nt = not tested or not shown; [ ] = remark or other dose.

SMILES | m-calpain inh | RBBP9 inh | p97 ATPase inh | TbHK1 inh | EBV gp42 block | NCF1 inh | Runt-SMMHC FRET | Furin inhibitor | Runt-CBFb FRET
CCOC(=O)C1(C)C=C(Nc2ccc(OCC)cc2)C(=O)N1c1ccccc1 (centres undefined) | -47 | -5 | 4 | -9 | -15 | -13 | 0 | -15 | -1
O=C(CCNS(=O)(=O)c1c(Cl)cccc1Cl)OCC(=O)c1ccccc1F | 2 | -6 | 0 | -1 | -10 | -8 | -17 | -13 | -3
O=C(CCSc1nnnn1-c1ccccc1)N1CCOCC1 | -8 | -4 | -5 | -2 | -3 | -14 | 2 | -5[20 µM] | 0
CCN(CC(=O)Nc1cc(Cl)ccc1OC)CC(=O)NC1CCS(=O)(=O)C1 (centres undefined) | -3 | -2 | 2 | -11 | -10 | 0 | 0 | -28 | -2
COC(=O)c1ccc(C2/C(=C(/O)c3ccc(OC)cc3)C(=O)C(=O)N2c2cc(C)on2)cc1 (centres undefined) | -97 | -7 | -4 | -29 | -7 | -4 | -8 | -15 | -1
Cc1nc(N(C)Cc2ccccc2)c2nnn(Cc3ccccc3)c2n1 | 15 | 3 | -6 | -6 | -8 | 7 | -2 | -12[20 µM] | 0
CCCn1c(SCC(=O)Nc2cc(S(=O)(=O)N3CCOCC3)ccc2OC)n[nH]c1=O | -1 | -4 | -1 | 6 | 13 | 5 | 4 | -11 | 10
CC1(C)CC(=O)C(C(C2=C(O)CC(C)(C)CC2=O)c2ccc(Br)s2)C(=O)C1 (centres undefined) | 7 | -7 | 0 | 16 | 7 | -2 | 43 | -17 | 37
Cn1ccs/c1=N\S(=O)(=O)c1ccc(F)cc1 | -18 | -2 | 18* | -3 | -21 | -9 | -8 | -22[20 µM] | 2
CCOc1ccc(C(=O)NCC(=O)OCC(=O)Nc2ccccc2OCC)cc1 | -28 | -1 | 2 | 1 | -5 | -5 | 3 | -18[20 µM] | -1
Cc1ccc(-c2csc(NC(=O)/C=C/c3cccs3)n2)cc1C | -38 | -13 | 0 | -17 | -17 | -3 | -6 | -11 | -3
CCOC(=O)N1CCC(Nc2ncnc3c2cnn3-c2ccccc2)CC1 | 15 | -5 | -7 | -4 | 2 | -5 | 8 | -15 | -2
O=C(O)c1cccc(Nc2nc(-c3cccnc3)nc3ccccc23)c1 | -19 | -5 | 8 | -15 | -1 | 0 | -2 | -29 | -3
CCNC(=S)N/N=C(\C)c1ccc(Cl)s1 | 12 | 4 | -2 | -44 | -12 | 1 | 2 | -4 | 0
CCc1cc2c(=O)[nH]c(-c3ccccn3)nc2s1 | -17 | -2 | 3 | -12 | -18 | -13 | -5 | -16 | 1
Cc1cc(NC(=O)CSc2n[nH]c(=O)[nH]c2=O)ccc1Br | -59 | 3 | 2 | -4 | -9 | -11 | 0 | -29 | -2
CC(C)CNC(=O)NC(=O)COC(=O)C1CSC2(c3ccc(F)cc3)CCC(=O)N12 (centres undefined) | -1 | -5 | 0 | -1 | -7 | -5 | -6 | -23 | -5
CC(C)OC(=O)CSc1nc2ncc(Cl)cc2[nH]1 | -7 | -6 | -1 | -3 | -8 | -6 | -1 | -25 | -4
CCn1nc(C)cc1-c1n[nH]c(=S)n1N | 1 | -7 | -1 | -3 | -1 | -3 | 2 | -8[20 µM] | 6
CCC(=O)Nc1nnc(C(C)(C)C)s1 | -5 | -9 | -1 | 3 | -9 | -8 | 0 | -12[20 µM] | -1

Already shown: an excerpt of the list.
SMILES | m-calpain inh | RBBP9 inh | p97 ATPase inh | TbHK1 inh | EBV gp42 block | NCF1 inh | Runt-SMMHC FRET | Furin inhibitor | Runt-CBFb FRET
CCn1nc(C)cc1-c1n[nH]c(=S)n1N | 1 | -7 | -1 | -3 | -1 | -3 | 2 | -8[20 µM] | 6
CCC(=O)Nc1nnc(C(C)(C)C)s1 | -5 | -9 | -1 | 3 | -9 | -8 | 0 | -12[20 µM] | -1

The list goes on:
SMILES | m-calpain inh | RBBP9 inh | p97 ATPase inh | TbHK1 inh | EBV gp42 block | NCF1 inh | Runt-SMMHC FRET | Furin inhibitor | Runt-CBFb FRET
Nc1cccc(-n2cccc2)c1 | -45 | -5 | 4 | 3 | 7 | -3 | -12 | -32 | 2
CCCN1C(=O)/C(=C/c2ccc(OCC(=O)OCC)cc2)NC1=S | 2 | -5 | 1 | -4 | -4 | -13 | 36 | -31 | nt
CCCN(CC1CC1)C(=O)COC(=O)c1ccc(CNS(=O)(=O)c2ccc(F)c(Cl)c2)cc1 | 1 | 3 | 3 | 7 | -7 | -10 | -3 | -20 | -1
Cc1cc(C(=O)Nc2ccc(S(=O)(=O)N3CCCC3)cc2)cs1 | 6 | -4 | 1 | 10 | -13 | -19 | 2 | -18[20 µM] | -2
COc1ccc(C(=O)Nc2ccc(Cc3ccncc3)cc2)cc1Br | 17 | -9 | 5 | -3 | -3 | -14 | -6 | -24 | -2
O=C1C(=Cc2cccs2)C(=O)c2ccccc21 | -6 | -3 | 5 | 36 | 11 | -11 | -8 | 7 | 3
Cc1cc(OCCCCN2C(=O)NC(C)(C)C2=O)cc(C)c1Cl | -52 | -7 | -7 | 1 | -17 | -5 | 1 | -1[20 µM] | -1
Cc1cc(C)nc(Sc2ccc(C=O)cc2[N+](=O)[O-])n1 | -3 | 1 | 5 | -7 | -1 | -9 | 2 | -15 | -1
Cn1c(=O)c2c(ncn2CC(O)CNc2cccc(Cl)c2)n(C)c1=O (centres undefined) | 12 | -10 | -5 | 2 | 7 | 2 | 0 | -14 | -2
Cc1cc(C)c(S(=O)(=O)n2ccc3ccccc32)c(C)c1 | -6 | -4 | -1 | 9 | 2 | -5 | -3 | -10[20 µM] | -4
Cc1cccc(C(=O)N/N=C2\CS(=O)(=O)N(C)c3ccsc32)c1 | -10 | 1 | 3 | -18 | -12 | -10 | 2 | -27 | 3
Cc1ccc2oc(=O)n(CCOc3ccccc3Cl)c2c1 | -11 | -1 | -2 | 2 | 2 | -4 | 2 | -20 | -6
COc1cccc(CN2CCN(Cc3ccc(OC)c(OC)c3)CC2CCO)c1 (centres undefined) | -22 | 2 | 6 | -7 | -6 | -1 | -3 | -17 | 1
O=C(C1=C[C@@H](c2csc3ccccc23)C[C@@H](OCc2ccc(CO)cc2)O1)N1CCOCC1 | 3 | -6 | 0 | -12 | -8 | -14 | -1 | -28 | -4
COc1ccc(C(=O)NCCc2nnc(SCc3nc4ccccc4c(=O)[nH]3)n2C)cc1 | -1 | -10 | 1 | 3 | -15 | -13 | 0 | -13[20 µM] | 0
Cc1cccn2c(=O)c(/C=C(\C#N)C(=O)NCc3ccco3)c(N3CCCCC3)nc12 | -17 | -2 | -2 | -3 | 0 | -7 | 60* | -3 | 65*
O=C(O)CC12CC3CC(C1)CC(n1ncc(NCc4ccco4)c(Cl)c1=O)(C3)C2 | 18 | -4 | -1 | -13 | -4 | -12 | -2 | -10 | 0
Cc1ccc(Cn2ccc(NC(=O)c3cc(-c4ccc(F)cc4)on3)n2)cc1 | 1 | 0 | 1 | -15 | -13 | -2 | -16 | -13 | -1
COc1cc(OC)cc(C(=O)n2cnnc2N)c1 | 11 | -5 | 4 | -8 | -3 | -16 | -2 | 0[20 µM] | -1
O=C(CCC1CCCC1)NC1CCCCC1 | -7 | -4 | -4 | -3 | -15 | 2 | 2 | -1[20 µM] | 1
O=C(NCCN1CCOCC1)N1CCOCC1 | nt | -3 | 0 | 3 | nt | nt | 1 | -33 | 0
Cc1nn(CC(=O)O)c(C)c1[N+](=O)[O-] | -25 | -7 | 9 | -4 | -8 | -14 | 2 | -12 | 0
CN1C(=O)CS(=O)c2ccc(C(=O)NCCC3=CCCCC3)cc21 (centres undefined) | -39 | -2 | 1 | -4 | 5 | -13 | 4 | -46 | 2
C/C(=N/O)c1cc(C(C)(C)C)c(O)c(C(C)(C)C)c1 | 5 | -8 | 0 | -8 | -12 | -12 | -1 | -18[20 µM] | -1
S=c1[nH]nc(-c2cccnc2)n1/N=C/c1ccc(Br)s1 | 1 | 7 | 2 | -1 | -12 | 12 | 12 | -30 | 12
COc1cccc(-n2c(SCC(=O)N3c4ccccc4CC3C)nnc2-c2ccco2)c1 (centres undefined) | -84 | 2 | 3 | -11 | -18 | -33 | -2 | -13[20 µM] | -1
CC(C(=O)NC1CCCCCC1)N(c1ccccc1)S(C)(=O)=O (centres undefined) | -4 | -1 | 3 | 2 | -20 | 1 | 2 | -17[20 µM] | 28
Clc1ccc(-c2nc(NCCN3CCOCC3)c3ccccc3n2)cc1 | -20 | -8 | 2 | -11 | -14 | -1 | 0 | -17 | 0
CCc1cc(=O)oc2cc(C)c(CN3CCCC3)c(O)c12 | -175 | -3 | 2 | 3 | 10 | -43 | -21 | -25 | -4
COc1ccc(C2N=C(N)N=C(N)N2c2ccc(C)cc2)cc1 (centres undefined) | -17 | -3 | 3 | 0 | 1 | -7 | 0 | -12[20 µM] | 4

Random excerpt: 3 records from the list
SMILES | m-calpain inh | RBBP9 inh | p97 ATPase inh | TbHK1 inh | EBV gp42 block | NCF1 inh | Runt-SMMHC FRET | Furin inhibitor | Runt-CBFb FRET
Clc1ccc(-c2nc(NCCN3CCOCC3)c3ccccc3n2)cc1 | -20 | -8 | 2 | -11 | -14 | -1 | 0 | -17 | 0
Cc1nn(CC(=O)O)c(C)c1[N+](=O)[O-] | -25 | -7 | 9 | -4 | -8 | -14 | 2 | -12 | 0
S=c1[nH]nc(-c2cccnc2)n1/N=C/c1ccc(Br)s1 | 1 | 7 | 2 | -1 | -12 | 12 | 12 | -30 | 12

Next section
SMILES | m-calpain inh | RBBP9 inh | p97 ATPase inh | TbHK1 inh | EBV gp42 block | NCF1 inh | Runt-SMMHC FRET | Furin inhibitor | Runt-CBFb FRET
COc1ccc(N2CCN(c3cc(C)c4ccc(C)cc4n3)CC2)cc1 | 11 | -5 | -5 | -3 | -14 | -1 | 1 | -8 | 0
Cc1ccc(C2CC2C(=O)NNC(=S)Nc2ccc(Cl)cc2)cc1 (centres undefined) | -53 | 2 | 3 | 13 | 7 | -8 | -3 | -19[20 µM] | 5
COc1ccc(C2C(C(=O)NCc3ccco3)c3ccccc3C(=O)N2C)cc1 (centres undefined) | -20 | 2 | 4 | 2 | -14 | -9 | 0 | -30 | 1
Cc1ccc(-c2nnn(CC(=O)N(Cc3ccccc3)C(C(=O)NC(C)(C)C)c3ccncc3)n2)o1 (centres undefined) | -55 | -7 | -3 | -3 | -12 | -16 | -2 | -16 | -7
CCCCn1[nH]c(-c2ccccc2)cc1=O | -4 | -8 | 21* | 2 | -20 | -7 | -8 | -15 | -3
Cc1cccc(N(C(=O)c2nsc(Cl)c2Cl)C(C(=O)NC2CCCC2)c2ccc(O)cc2)c1 (centres undefined) | -27 | -10 | -1 | 17 | 6 | -21 | 2 | -15 | 0
Cc1ccc(S(=O)(=O)N2CCCC2C(=O)NCCc2ccccc2)cc1 (centres undefined) | -10 | -5 | 0 | -1 | -25 | -4 | -3 | -31 | -1
COc1ccc(C(=O)NCC2(c3ccccc3)CCOCC2)cc1[N+](=O)[O-] | 11 | -5 | -2 | -1 | 9 | -4 | 0 | -12 | -1
Cc1cc(C)nc(-n2nc(C)cc2NC(=O)c2ccc(S(=O)(=O)N3CCOCC3)cc2)n1 | -37 | -5 | 0 | -11 | -7 | -4 | 0 | -13 | 0
NC(=S)Nc1cccc2cn[nH]c12 | -3 | -6 | 3 | 12 | -15 | -4 | -5 | -13 | 3
CSCc1ccc(C(=O)NCc2ccc(C)cc2)cc1 | 14 | -4 | 2 | 1 | -10 | -12 | 1 | -24 | -4
O=C(CNC(=O)Cc1ccccc1)NCC(=O)OCc1ccccc1 | -18 | -1 | 1 | -2 | -16 | 13 | -1 | -22 | 0

Screens deposited in PubChem BioAssay by several laboratories.
